# RAM inhibit = yeast RAM network inhibition; S. cerevisiae dse1pr::URA3 reporter, 5-FOA growth OD615, 2 d; analog-sensitive cbk1-as2 kinase mutant strain; inhibition, % at 50 µM; actives 1.8% (n = 190,000); AID 868;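 active = inhibition above a set limit, 3 SD over mean compound inhibition, cut at about 8.4% in these data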;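 also: 0% = DMSO-only wells with no growth and 100% = 10 µM 1-NA-PP1 full growth; inhibition rescues growth on 5-FOA so higher OD means more RAM inhibition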
# Diaphorase act = counter-screen for diaphorase-based assays: diaphorase activators and chemical reducers | Diaphorase/resazurin coupled assay, resorufin fluorescence, 16 min; active compounds read high; 1 = vehicle wells, 0 = NADH-free wells | activation factor at 20 µM | actives 0.005% (n = 190,000);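 active = diaphorase activity raised at least twofold by the compound at 20 µM; inactive = activation factor below 2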
#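 Material: purified diaphorase enzyme from Clostridium kluyveri / Medium: HEPES pH 7.4 buffer with MgCl2 and Tween 20 / Schedule: enzyme reaction of 16 min at room temperature / Measured by: resorufin fluorescence, excitation 544 nm, emission 590 nm / Evaluation: rise in resorufin formation, marking diaphorase activation or chemical reduction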
# Lmaj promast = inhibitors of Leishmania major promastigote growth. Leishmania major promastigotes, resazurin fluorescence viability. inhibition, % at 10 µM. actives 9% (n = 200,000);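 also: promastigotes grown with compound for 44 hours at 28 °C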
# DTT redox prof = compounds producing H2O2 with reducing agent – biochemical, NIH compound library profiling, artefact control for MLSCN library redox annotation, primary screen; DTT-dependent redox cycling H2O2, phenol red/HRP absorbance; 100% = 100 µM peroxide control, 0% = buffer; activation, % at 10 µM; actives 0.03% (n = 200,000); AID 878;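 active = activation of at least 50% relative to the plate's high and low controls in the primary single-dose screen; inactive = activation below 50%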;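 also: compound incubated with DTT at 0.8 mM final as the reducing agent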
# S1P3 antagonist = antagonists of human S1P3 receptor; Q99500; CHO S1P3 NFAT-BLA reporter, FRET fluorescence, antagonist mode; inhibition, % at 4.98 µM; actives 0.27% (n = 170,000); AID 485;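 active = inhibition above the plate cutoff, the mean inhibition of test wells on that plate plus 3 SD, cut at about 28% in these data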;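 also: cells challenged with S1P at its EC80 of 0.8 µM; blue over green emission ratio from cleaved BLA substrate after 4 h stimulation; 0% = S1P-stimulated wells and 100% = unstimulated DMSO-only wells; some compounds past the cut are filed as inactive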
# Hsp70 act = transcriptional activators of Hsp70 | actives 0.04% (n = 200,000) | AID 1203 | HeLa Hsp70 promoter luciferase reporter, luminescence; scaled: vehicle 0, proteasome-inhibitor control 100% | activation, % at 10 µM;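 active = activation above the mean across all tested compounds plus 3 SD, cutoff set per campaign, cut at about 5.5% in these data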;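 also: 100% = MG132 at 30 µM as the positive control and 0% = DMSO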
# PMI activator = phosphomannose isomerase (human) activation. AID 1214. activation factor at 20 µM. P34949. purified human PMI, coupled resazurin fluorescence, 20 min; active compounds read high; 1 = vehicle control, 0 substrate-free wells. actives 0.005% (n = 190,000);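 active = activation factor of 2 or more at 20 µM, relative to plate controls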
# PMI act satM6P = activators of human phosphomannose isomerase at near-saturating mannose 6-phosphate; P34949; actives 0.34% (n = 190,000); activation factor at 20 µM; coupled PMI enzyme assay, resazurin fluorescence, 20 min; active compounds read high; 1 = untreated enzyme, 0 = substrate-free blank; AID 1216;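 active = activation factor of 2 or more at 20 µM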
#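 test system = human PMI in coupled enzyme assay | medium = HEPES-buffered pH 7.4 with magnesium and detergent | also added = 1.0 mM mannose-6-phosphate substrate with 0.22 mM NADP+ | compound = 20 µM single dose | times = 20 min incubation at room temperature | measured by = resorufin fluorescence (Ex 544/Em 590 nm) from resazurin via diaphorase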
# G6PDH counter = counter-screen for G6PDH assay hits: L. mesenteroides G6PDH inhibition | actives 0.12% (n = 200,000) | inhibition, % at 5 µM | Purified L. mesenteroides G6PDH, diaphorase/resazurin coupled fluorescence, 45 min
# TLR4-MyD88 BLA = TLR4-MyD88 interaction inhibition in cells | O00206+Q99836 | inhibition, % at 8.4 µM | actives 0.18% (n = 200,000) | HeLa CL3-4 TLR4/MyD88 BLA complementation, FRET ratio; in the data active = inhibition above about 25%;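 also: 0% = vehicle and 100% = reference inhibitor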
# Target sequence (O00206 whole entry, looked up): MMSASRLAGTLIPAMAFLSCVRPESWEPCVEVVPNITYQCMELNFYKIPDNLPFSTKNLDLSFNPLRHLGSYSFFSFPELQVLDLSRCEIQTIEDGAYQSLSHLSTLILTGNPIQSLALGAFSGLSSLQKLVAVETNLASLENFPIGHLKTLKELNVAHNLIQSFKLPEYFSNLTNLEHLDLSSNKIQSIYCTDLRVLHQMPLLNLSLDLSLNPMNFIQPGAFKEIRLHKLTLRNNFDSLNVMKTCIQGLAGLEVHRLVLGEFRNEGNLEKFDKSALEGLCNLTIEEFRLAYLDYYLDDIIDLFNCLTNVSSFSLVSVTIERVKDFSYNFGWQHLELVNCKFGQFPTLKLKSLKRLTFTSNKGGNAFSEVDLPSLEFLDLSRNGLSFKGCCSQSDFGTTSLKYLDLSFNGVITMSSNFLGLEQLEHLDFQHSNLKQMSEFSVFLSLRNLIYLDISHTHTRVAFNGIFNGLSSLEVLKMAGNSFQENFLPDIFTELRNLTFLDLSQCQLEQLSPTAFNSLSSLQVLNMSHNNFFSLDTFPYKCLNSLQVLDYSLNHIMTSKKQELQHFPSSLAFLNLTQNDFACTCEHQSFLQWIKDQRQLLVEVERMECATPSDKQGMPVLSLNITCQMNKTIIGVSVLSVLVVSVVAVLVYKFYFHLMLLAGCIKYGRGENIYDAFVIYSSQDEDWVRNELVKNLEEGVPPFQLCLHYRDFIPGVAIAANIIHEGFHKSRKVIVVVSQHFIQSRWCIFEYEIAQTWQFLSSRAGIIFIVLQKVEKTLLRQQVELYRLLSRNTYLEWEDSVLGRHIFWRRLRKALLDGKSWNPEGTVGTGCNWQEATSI
# Target sequence (Q99836 whole entry, looked up): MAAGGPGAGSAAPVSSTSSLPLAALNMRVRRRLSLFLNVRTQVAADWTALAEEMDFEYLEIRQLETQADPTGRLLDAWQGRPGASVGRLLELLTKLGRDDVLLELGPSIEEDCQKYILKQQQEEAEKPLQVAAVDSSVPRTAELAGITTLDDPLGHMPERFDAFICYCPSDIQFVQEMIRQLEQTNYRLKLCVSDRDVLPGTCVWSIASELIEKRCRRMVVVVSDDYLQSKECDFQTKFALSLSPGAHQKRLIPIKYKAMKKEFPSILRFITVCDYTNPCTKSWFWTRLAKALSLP
# Diaph inh CS = counter-screen for diaphorase-based assays: diaphorase inhibitors and chemical oxidizers | AID 1217 | diaphorase resazurin-to-resorufin fluorescence, NADH, 16 min; bacterial (C. kluyveri) enzyme, not human | inhibition, % at 20 µM | actives 0.69% (n = 190,000);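 active = primary screen inhibition at 20 µM above a set limit, cut at about 50% in these data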;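 also: plate controls were DMSO with full reaction for no effect and wells lacking NADH for full effect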
#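 Assay system: diaphorase enzyme from Clostridium kluyveri. Quantity: enzyme working solution with 0.14 U/mL diaphorase. Schedule: reaction incubation of 16 min at room temperature. Technique: resorufin fluorescence, excitation 544 nm, emission 590 nm. Controls: No-NADH positive control and DMSO neutral control.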
# An asterisk follows results filed as active; x = no result given. Rule as the data show it, unless noted: active = inhibition above about 50%; inactive = the rest. No enrichment for hits; 12% or so of the library scored in one or more.
SMILES	TLR4-MyD88 BLA	Hsp70 act	Diaph inh CS	PMI activator	S1P3 antagonist	Diaphorase act	DTT redox prof	Lmaj promast	PMI act satM6P	RAM inhibit	G6PDH counter
O=C(c1ccc(N2CCC3(CC2)OCCO3)c([N+](=O)[O-])c1)N1CCOCC1	-4.0	-0.1	3.3	0.9	4.3	1	-0.3	-4.4	0.9	2.4	9.3
O=C(COc1ccccc1)Nc1nonc1NC(=O)COc1ccccc1	-2.5	-0.2	10.8	1	x	0.9	0.2	3.1	0.9	4.7	1.2
CC1(C)CC(=O)c2cnc(N3CCc4ccccc4C3)nc2C1	1.5	0.6	0.3	1	-8.8	1	0.1	-8.4	1	1.4	7.1
Oc1ccc2ccccc2c1C=NCc1cn2ccsc2n1	16.0	-0.1	13.9	0.9	-2.9	0.9	2.8	95.2*	0.5	-0.8	25.6
CSCCC(NC(=O)c1ccc(Cl)cc1)C(=O)OCC(=O)Nc1ccc(C#N)cc1 (stereo not drawn)	-13.4	-0.1	19.5	0.8	0.7	0.8	0.2	13.2	0.9	3.1	1.4
CC[C@H](CO)NCCN[C@H](CC)CO	4.8	-0.2	9.4	1.1	-5.7	0.9	0.1	-8.5	1	1.2	15.2
CCOc1ccccc1Oc1c(C)oc2cc(OC(=O)N3CCOCC3)ccc2c1=O	-5.2	0.8	11.5	1	-26.3	0.9	0.2	-3.2	0.9	3.7	-0.5
COc1ccc(-n2nnnc2SCC(=O)Nc2nnc(C)s2)cc1OC	0.7	-0.1	7.9	1	-7.2	0.9	1.5	-10.0	1	0.8	2.8
COc1cc(N)n(S(=O)(=O)c2ccc(C)cc2)n1	-5.3	0.0	4.8	1	-3.5	1	-0.4	-0.8	1	0.8	5.1
O=C(O)COc1ccc(NC(=O)c2ccc(NC(=O)c3ccco3)cc2)cc1	3.9	-0.3	0.3	1.1	-2.7	1	-0.2	-3.4	1.1	4.2	4.2
CCOC(=O)Nc1cccc(NC(=O)c2cc(OC)cc(OC)c2)c1	4.2	-0.3	14.4	0.9	19.9	0.9	0.6	-1.3	0.8	1.6	-1.9
COc1ccc(F)cc1S(=O)(=O)Nc1ccc(C)cc1	-8.9	-0.3	-1.6	0.9	-2.1	1	2.8	23.1	1	1.8	-4.9
Oc1cccnc1CCc1ccccc1	-6.5	-0.3	7.7	1.1	-10.7	0.9	0.1	5.8	1.1	1.6	29.6
Cc1cc(NC(=O)c2ccc(C#N)cc2)n(-c2ccccn2)n1	-17.2	-0.5	10.5	1.1	-3.0	0.9	-1.0	4.7	1	2.3	5.5
COc1ccc(NC(=O)COC(C)=O)cc1OC	3.9	0.0	-0.4	1	1.0	1	-1.0	-4.8	1	-0.1	9.4
OC(COCc1ccccc1)CN1CCCC1 (stereo not drawn)	0.6	0.8	4.1	1.2	-18.3	1	1.9	1.9	1.1	1.6	2.0
COC(=O)[C@@H](NC(=O)NCc1ccccc1F)C(C)C	-7.3	0.4	7.0	1.1	x	0.9	2.2	-1.9	1	1.6	-2.0
CC(=O)Nc1ccc(S(=O)(=O)Nc2cccc(NC(=O)C(C)(C)C)c2)cc1	4.9	0.2	10.4	0.9	-0.4	0.9	0.8	-6.6	0.9	0.8	2.6
CCC(=O)NC(c1ccc(OC)c(OC)c1)c1cc(Cl)c2cccnc2c1O (stereo not drawn)	1.6	-0.2	24.7	0.9	-8.4	0.8	0.1	90.4*	0.6	1.9	14.4
COc1ccc(CCn2c(=N)c(C(=O)N3CCN(C)CC3)cc3c(=O)n4ccccc4nc32)cc1	-3.7	-0.4	21.0	0.8	-42.5	0.8	3.3	87.8*	0.7	0.4	2.9
Cc1csc(=Nc2c(C)n(C)n(-c3ccccc3)c2=O)n1-c1ccccc1	-2.1	-0.2	9.2	1	-7.2	0.9	-4.2	-8.9	0.9	2.0	2.5
Cc1ccn2c(CNCCCn3cccn3)c(C(=O)N3CCCCCC3)nc2c1	-0.3	-0.1	2.4	1.1	-3.4	1	-0.2	-6.2	1	1.4	7.6
C/C(=N/NC(=O)CNC(=O)c1ccc2c(c1)OCO2)c1ccc2c(c1)CCCC2	-8.8	0.0	14.0	0.9	0.1	0.9	-0.1	-3.3	0.9	1.1	-6.9
CCOC(=O)c1cnc(-c2cccc(OC)c2)[nH]c1=O	4.0	-0.2	14.2	0.8	1.4	0.9	2.1	-1.6	0.8	-0.1	5.1
CCOC(=O)CCn1nc(-c2ccccc2)cc1N	15.6	-0.4	5.4	0.9	-23.9	0.9	2.1	-2.0	1	1.7	2.0
CCNc1nc(NCC)nc(OCCOC(C)=O)n1	1.2	-0.1	-7.2	1.1	x	1.1	0.2	5.2	1.2	0.1	2.9
COc1ccc(-c2cc(C(=O)NCCc3ccc(S(N)(=O)=O)cc3)c3ccccc3n2)cc1	-3.2	-0.1	-1.6	1	-12.1	1	-2.2	-6.3	1	1.0	-0.2
Cc1cc2ncc(-c3ccc(Cl)cc3)c(N)n2n1	3.9	0.0	-2.8	1	-14.7	1	-0.3	6.3	1	0.2	-0.8
CC(C)(C)Cc1nnc(NC(=O)c2cc(-c3ccccc3)nc3ccccc23)s1	7.0	-0.4	-1.3	1.1	x	1	0.1	-11.3	1.3	1.3	3.3
O=C(Cc1cccs1)N1CCC(c2nc3c(nnn3Cc3ccc(F)cc3)c(=O)[nH]2)CC1	-2.3	0.0	8.9	1	9.2	0.9	0.0	1.8	1.1	1.1	0.5
CCS(=O)(=O)Nc1cccc(C2=NN(S(=O)(=O)c3ccccc3)C(c3cccs3)C2)c1 (stereo not drawn)	1.6	0.0	5.8	0.9	x	0.9	-3.8	10.4	1	4.5	10.5
O=C(Nc1ccccc1)c1ccc(NCCN2C(=O)CCC2=O)c([N+](=O)[O-])c1	-7.0	-0.2	10.9	0.8	5.4	0.9	-0.4	-4.4	0.9	7.3	20.5
CC1CN(c2nnc(-c3ccccc3)c3ccccc23)CC(C)O1 (stereo not drawn)	-1.6	0.0	5.6	1	0.4	0.9	-2.0	32.5	1	-0.4	1.7
O=C(CN1CCc2ccccc21)Nc1ccc2c(c1)OCO2	6.8	-0.2	4.4	1.3	1.1	1	-0.4	-3.2	1.7	2.3	7.2
CCc1ccc(NC(=O)N2CCC(c3ccccc3)C2)cc1 (stereo not drawn)	8.7	0.1	0.1	1	16.9	1	0.7	0.0	1	1.9	-0.8
CC1(c2ccc(Cl)c(Cl)c2)NC(=S)N2C1NC(=S)N2c1ccccc1 (stereo not drawn)	-3.3	-0.1	20.1	1	x	0.8	-9.1	-1.1	1.1	2.0	0.0
CCCCCCn1c(C(C)O)nc2ccccc21 (stereo not drawn)	-14.4	-0.6	5.1	1	x	0.9	-0.1	25.5	1	0.3	2.9
COc1ccc(C(=O)Nc2ccc3nc(C)sc3c2)cc1OC	4.1	-0.2	-1.4	1	-0.9	1	0.0	-3.9	0.9	-0.1	6.1
O=C(Nc1cccn(Cc2c(F)cccc2Cl)c1=O)NC1CCCCC1	-20.6	0.5	4.2	0.9	-4.9	1	-2.8	79.7*	0.8	5.2	9.0
CCOc1ccccc1NC(=S)N(CCCN1CCOCC1)Cc1cn(C)c2ccccc12	-1.2	-0.2	0.0	0.8	1.3	1	0.1	64.9*	0.9	2.1	-0.7

# Filtered by structure: those above containing a tert-butyl group
SMILES	TLR4-MyD88 BLA	Hsp70 act	Diaph inh CS	PMI activator	S1P3 antagonist	Diaphorase act	DTT redox prof	Lmaj promast	PMI act satM6P	RAM inhibit	G6PDH counter
CC(=O)Nc1ccc(S(=O)(=O)Nc2cccc(NC(=O)C(C)(C)C)c2)cc1	4.9	0.2	10.4	0.9	-0.4	0.9	0.8	-6.6	0.9	0.8	2.6
CC(C)(C)Cc1nnc(NC(=O)c2cc(-c3ccccc3)nc3ccccc23)s1	7.0	-0.4	-1.3	1.1	x	1	0.1	-11.3	1.3	1.3	3.3

# New compounds follow:
SMILES	TLR4-MyD88 BLA	Hsp70 act	Diaph inh CS	PMI activator	S1P3 antagonist	Diaphorase act	DTT redox prof	Lmaj promast	PMI act satM6P	RAM inhibit	G6PDH counter
CCCC(=O)c1cc(F)c(N2CCN(CCC#N)CC2)cc1C	-12.0	-0.4	22.5	0.9	x	0.8	-1.5	-4.5	0.9	0.4	8.1
CN(CC(=O)Nc1ccccc1C(=O)N1CCCC1)S(=O)(=O)c1ccc(Cl)cc1	0.3	-0.5	5.6	1	x	0.9	0.1	-1.6	1	2.1	-4.0
S=C(c1ccc(-c2ccccc2)o1)N1CCCCC1	-2.3	0.2	9.4	0.8	9.1	0.9	-0.7	12.2	0.9	3.0	16.5
O=C(NCC1CCCO1)c1ccc(COc2ccc(F)cc2)o1 (stereo not drawn)	-6.0	-0.3	3.5	0.9	4.5	1	0.4	-2.0	1	1.3	2.2
O=C(c1cc(COc2c(F)cccc2F)on1)N1CCC(c2ccccc2Cl)C1 (stereo not drawn)	-9.9	0.1	22.8	0.8	-38.2	0.8	0.9	19.4	0.8	8.4*	20.4
CCOC(=O)C1=C(C)Nc2nc(C)nn2C1c1ccc(OCC)c(OC)c1 (stereo not drawn)	-5.1	-0.2	1.3	1.1	-8.7	1	-0.4	-0.2	1	1.6	7.0
CC(C(=O)O)n1cnc2sc3c(c2c1=O)CCCC3 (stereo not drawn)	-1.4	-0.2	7.3	0.9	-9.7	0.9	-1.1	-4.7	1	0.1	16.6
CCCOc1ccc(/C=N/Nc2ccccn2)cc1OC	-10.8	0.6	-9.0	1.1	-8.9	1.1	-0.9	19.2	1	-0.5	-10.9
COc1ccc(S(=O)(=O)N(CC(=O)N/N=C/c2cccs2)c2ccc(C)cc2)cc1OC	11.8	-0.2	26.5	0.7	x	0.7	-1.4	8.7	0.8	-1.4	5.3
O=C(O)C1C2C=CC(C2)C1C(=O)NCc1ccccn1 (stereo not drawn)	5.1	-0.5	17.7	1	x	0.8	2.3	-1.7	0.9	-0.1	13.5
CC(=O)c1c(O)c(C)c(-c2ccccc2)n(-c2ccccc2)c1=O	-4.8	0.0	7.6	1	x	0.9	-7.9	-4.5	0.9	2.3	3.2

# Screening results deposited in PubChem BioAssay by several laboratories.
